Source: PubChem
HP1b binding inh – inhibitors of HP1-beta chromodomain binding to methylated histone tails. P83916. AlphaScreen HP1-beta / biotin-H3K9me3 peptide binding. Potency, µM (titrated, usually from 114 µM), for inactives: at the top dose activity change, negative = inhibition, usual class: inhibitors. 390,000 compounds, 0.56% hits; further: potency means the concentration at half of the fitted maximal effect; nearly all actives have a fitted effect of over 70% in size; inactives centre near 23
Target sequence (P83916 whole entry, looked up): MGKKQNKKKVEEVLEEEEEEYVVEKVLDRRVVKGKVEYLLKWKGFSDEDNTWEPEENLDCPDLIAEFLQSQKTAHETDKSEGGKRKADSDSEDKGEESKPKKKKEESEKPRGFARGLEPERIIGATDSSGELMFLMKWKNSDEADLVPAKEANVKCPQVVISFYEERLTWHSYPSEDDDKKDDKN
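HP1-beta protein (50 nM final) preincubated 30 min at room temperature with biotinylated H3(1-18)K9me3 peptide (50 nM) in PBS pH 7.4, 0.01% Tween-20, then compound added for 30 min. AlphaScreen streptavidin donor/nickel chelate acceptor beads (10 ug/mL final), 30 min dark, luminescence read.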
JMJD2A Tudor inh – blocks the human JMJD2A Tudor domain | O75164 | AlphaScreen JMJD2A-Tudor / H3K4me3 peptide binding | Potency, µM (top dose mostly 114 µM), inactives show at the highest dose activity change, negative = inhibition, hits mostly inhibitors | 390,000 compounds, 4.4% hits; further: potency means the concentration at half of the fitted maximal effect; on the % scale 0 is the no-effect control and ±100 the full control effect; nearly all actives have a fitted effect of over 50% in size
ERG-DNA inh – ERG Ets/DNA interaction inhibition; P11308; fluorescence polarization, His-ERG Ets domain / labelled DNA; Potency, µM (top dose mostly 76.9 µM), inactives show at the highest dose FP activity, negative = inhibition, most hits filed as inhibitors; 370,000 compounds, 0.028% hits; active means well fitted inhibition curve with a large enough effect in the polarisation, with a control signal flat; inconclusive means small, poorly fitted or top-dose-only effect, or effect the other way, or a change in a side signal; inactive means no such curve, though single readings can be large or run the other way; the % refers to the polarisation;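 further: polarization taken with two DNA probes labelled with fluorescein and Texas red; potency means the concentration at half of the fitted maximal effect; % of control where 0% means no effect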
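His-tagged ERG Ets domain (1 uM in the protein solution; 300mM KCl, 50mM Tris-HCl, 1mM EDTA, 1mM DTT, pH 7.5) received compound, then a probe mix of 5 nM fluorescein-DNA and 100nM Texas-615-DNA. Fluorescence polarization was read for both dyes.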
G9a inh – inhibitors of human histone lysine methyltransferase G9a. Q96KQ7. G9a H3K9 monomethylation, AlphaScreen, 2 h. Potency, µM (top dose mostly 102 µM), without a hit: top-dose activity, negative = inhibition, most hits filed as inhibitors. 350,000 compounds, 8.8% hits; further: potency means the concentration at half of the fitted maximal effect; on the % scale 0 is the no-effect control and ±100 the full control effect; nearly all actives have a fitted effect of over 75% in size
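Using a bead-based AlphaScreen, monomethylated H3K9 product from 2 h room-temperature reactions (G9a 20 nM, peptide 500 nM, SAM 20 uM) was detected with 0.5 ug/mL rabbit anti-H3K9me1 antibody.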
PI4K2A inh – blocks human PI4K2A kinase activity; Q9BTU6; AID 1346378; activity change, negative = inhibition, % at 76.9 µM; 420,000 compounds, 0.13% hits; purified PI4K2A, ADP-Glo luminescence, 1 h; active compounds read low; in the data active means activity change below about -50%; inconclusive means mostly about -30% to -49%;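 further: -100% = wells without enzyme as full effect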
Target sequence (Q9BTU6 whole entry, looked up): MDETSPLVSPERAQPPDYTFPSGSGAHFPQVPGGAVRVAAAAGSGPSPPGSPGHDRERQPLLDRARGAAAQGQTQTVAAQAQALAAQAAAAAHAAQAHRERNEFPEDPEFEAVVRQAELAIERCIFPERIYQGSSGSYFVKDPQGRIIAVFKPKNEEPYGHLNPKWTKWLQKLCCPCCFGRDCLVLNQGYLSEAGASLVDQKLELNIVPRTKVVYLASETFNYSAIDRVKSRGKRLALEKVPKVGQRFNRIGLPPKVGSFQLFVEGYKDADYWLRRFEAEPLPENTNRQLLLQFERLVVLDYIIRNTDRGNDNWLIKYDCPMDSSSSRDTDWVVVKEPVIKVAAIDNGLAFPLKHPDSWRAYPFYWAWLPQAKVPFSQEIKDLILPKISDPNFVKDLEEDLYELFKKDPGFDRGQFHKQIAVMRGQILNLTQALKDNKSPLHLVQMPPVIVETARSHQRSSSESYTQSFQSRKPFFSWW
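Compounds are screened against recombinant PI4K2A using PI as substrate and ATP, the latter dispensed at 300 microM. Reactions run one hour at ambient temperature before ADP-Glo detection; full inhibition defined by wells lacking enzyme.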
GLS inh – inhibitors of human glutaminase (GLS) | GLS enzymatic activity, qHTS titration | Potency, µM (series often up to 45.5 µM), without a hit: top-dose activity change, negative = inhibition, hits mostly inhibitors | O94925 | 410,000 compounds, 0.21% hits; further: potency means the concentration at half of the fitted maximal effect; on the % scale 0 is the no-effect control and ±100 the full control effect
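Human kidney-isoform GLS in 45 mM KH2PO4 pH 8.2, 0.02% Tween-20, with compound, started with 1mM L-Glutamine (added stock). Glutamate oxidase/HRP/Amplex red coupled fluorescence read at start and after 30 min at RT.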
BAZ2B block – blocks human BAZ2B; Q9UIF8; AlphaScreen BAZ2B-H3K14Ac peptide displacement; Potency, µM (doses to about 114 µM), for the others: at the highest dose activity change, negative = inhibition, actives largely listed as inhibitors; 360,000 compounds, 4.4% hits; AID 504333; further: potency means the concentration at half of the fitted maximal effect; on the % scale 0 is the no-effect control and ±100 the full control effect; nearly all actives have a fitted effect of over 60% in size
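BAZ2B (50 nM) with biotin-H3(5-23)K14Ac peptide (50 nM) in PBS pH 7.4, 0.01% Tween-20, preformed 30 min, then compound 30 min at room temperature; top concentration 110uM. AlphaScreen streptavidin donor/nickel chelate acceptor beads (10 ug/mL final), 20 min dark, signal read.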
Tb PGK inh – blocks T. brucei phosphoglycerate kinase | Potency, µM (series often up to 57.5 µM), for inactives: top-dose activity change, negative = inhibition, usual class: inhibitors | P07378 | PGK/GAPDH coupled, Kinase-Glo luminescence, 60 min | 380,000 compounds, 0.043% hits; further: potency means the concentration at half of the fitted maximal effect; on the % scale 0 is the no-effect control and ±100 the full control effect; nearly all actives have a fitted effect of over 60% in size
Target sequence (P07378 whole entry, looked up): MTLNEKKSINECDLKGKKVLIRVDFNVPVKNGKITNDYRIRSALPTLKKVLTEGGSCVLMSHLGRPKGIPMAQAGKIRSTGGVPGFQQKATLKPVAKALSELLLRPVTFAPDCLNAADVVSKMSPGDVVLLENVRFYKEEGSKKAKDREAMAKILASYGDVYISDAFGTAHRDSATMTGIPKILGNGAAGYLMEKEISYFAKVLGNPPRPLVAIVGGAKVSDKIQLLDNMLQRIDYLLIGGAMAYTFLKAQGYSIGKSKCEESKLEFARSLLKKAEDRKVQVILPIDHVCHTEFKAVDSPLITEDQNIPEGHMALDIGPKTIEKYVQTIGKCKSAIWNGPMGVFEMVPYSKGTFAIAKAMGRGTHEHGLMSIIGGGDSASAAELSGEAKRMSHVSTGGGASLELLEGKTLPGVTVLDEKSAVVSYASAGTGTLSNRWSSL
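Luminescent ATP detection (Kinase-Glo Plus) follows a 60-minute room-temperature incubation, with wells lacking PGK as controls. Buffer: 100 mM TEA (pH 7.6), 5 mM MgCl2, 0.01% Tween-20. Coupling enzyme GAPDH (100 nM final) supplies unstable 1,3-BPG in-well.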
Pin1 inh – human Pin1 inhibition | Q13526 | Pin1 FP peptide displacement, HiFluor488, 10 min | Potency, µM (doses to about 115 µM), without a hit: at the highest dose activity, negative = inhibition, hits mostly inhibitors | 390,000 compounds, 0.009% hits; active means well fitted inhibition curve with a large enough effect in the polarisation, with a control signal flat, not every such curve was filed as active; inconclusive means small, poorly fitted or top-dose-only effect, or effect the other way, or a change in a side signal; inactive means no such curve, though single readings can be large or run the other way; the % refers to the polarisation; further: potency means the concentration at half of the fitted maximal effect; on the % scale 0 is the no-effect control and ±100 the full control effect
An asterisk follows results filed as active; i = inactive; ? = inconclusive; . = not tested or not shown; [ ] = dose if it differs, or a comment. Unless noted, the call rests on the fitted dose curve; in most records, active means well fitted curve in the direction sought with a large enough effect; inconclusive means small, poorly fitted or top-dose-only effect, or another doubt; inactive means no such curve, though single readings can be large; an effect the other way counts as inactive or inconclusive.

HP1b binding inh,JMJD2A Tudor inh,ERG-DNA inh,G9a inh,PI4K2A inh,GLS inh,BAZ2B block,Tb PGK inh,SMILES,Pin1 inh
11%,-28%,6%,0%[12.7 µM],-2,-3%,-9%,i,O=C(NCc1ccc2c(c1)OCO2)C(c1ccco1)N(C(=O)c1csnn1)c1ccccc1 (stereo not drawn),1%
31%,-22%,-10%,7%[59 µM],-1,1%,-3%,-11%,CC[C@@H](C)[C@@H](C(=O)N1CCN(C(=O)OC(C)(C)C)CC1)n1cc(CCCCNC(=O)OC(C)(C)C)nn1,0%
21%,-14%,-1%,.,3,4%,-8%,3%,Cc1ccc(CCNC(=O)c2nn(C)c3c2CS(=O)(=O)c2ccccc2-3)cc1,1%
25%,-13%,.,-5%[59 µM],0,10%,-38%,1%,CCOc1cc(C(=O)CSc2nnc(CNc3ccc(Cl)cc3)o2)ccc1NC(=O)CC,-3%
33%,-1%,-6%,72%[activator][12.7 µM],4,17%,12%,-5%,CCCCNC(=S)NNC(=O)CCn1nc(C)c(Br)c1C,0%
31%,3%,3%,7%[59 µM],-3,-4%,-7%[57.1 µM],4%,Cc1cc(C(=O)Nc2cccc(F)c2)c2c(C)nn(-c3cccc(Cl)c3C)c2n1,18%
?,35µM*,3%,7.9µM*,-5,-8%,10µM*,-3%,CCOC(=O)C1=C(SCC)c2cc3c(n2C1=O)CCCC3,-3%
38%,12%,5%,12%,3,-12%,9%,i,COc1ccc(-c2nc(=S)c3c(n2CCN2CCOCC2)CC(C)(C)OC3)cc1,8%
52%[activator],3%,-18%,55%[activator][59 µM],-10,-8%,-2%,-9%,O=S(=O)(c1cccs1)N1CN(Cc2ccc(Cl)cc2)c2nc3ccccc3nc21,2%
21%,-6%,-25%,.,-6,-13%,.,i,CC1Cc2ccccc2N1S(=O)(=O)c1cccc(C(=O)OCC(=O)N2CCOCC2)c1 (stereo not drawn),4%
57%[activator],21%,-1%,46%,7,12%,9%,1%,CC(C)(C)Cc1nc2ccccc2n1CCc1ccccc1,?
55%[activator],-7%,0%,1%,-3,6%,-13%,6%,Cc1[nH]c2ccccc2c1/C=N/NC(=O)Nc1ccccc1,12%
12%,-15%,21%,-6%,1,8%,8%,11%,COc1cc2ccccc2cc1C(=O)OCC(=O)N(CC(C)C)c1c(N)n(Cc2ccccc2)c(=O)[nH]c1=O,44%[activator]
30%,2%,0%,-4%[0.501 µM],-1,-8%,-32%,-2%,COc1ccc(/C=N/n2cnc3c([nH]c4ccc(Br)cc43)c2=O)cc1CN1CCOCC1,-7%
3%[57 µM],-28%,-3%,.,0,?,.,-8%,CN(C)Cc1cc(C(C)(C)C)cc(N2CCOCC2)c1O,-3%
21%,-8%,-3%,.,-1,4%,10%,-1%,CC(=O)Cc1nsc(NC(=O)c2cc(-c3ccc(Cl)c(Cl)c3)oc2C)n1,1%
20%,0%,16%,11%,-3,3%,-7%,-8%,Cc1ccc(S(=O)(=O)CC(=O)c2ccccc2[N+](=O)[O-])cc1,-2%
-15%,71µM*,-8%,-2%[59 µM],2,4%,?,i,CCCCN(C)CC(O)Cn1cc(/C=C/C(=O)c2ccc(Br)cc2)c2ccccc21 (stereo not drawn),?
82%[activator],6%,-5%,12%[59 µM],-4,-1%,3%,7%,CCOC(=O)c1cc(NC(=O)c2ccc(C)cc2)c(=O)n2c1oc1ccc(Cl)cc12,2%
83%[activator],-11%,-3%,5%[59 µM],-1,12%,3%,-1%,CCCCn1c(SCc2nc3ccccc3s2)nc2ccccc2c1=O,4%
39%[activator],-12%,3%,-49%[59 µM],0,1%,-4%,7%,CCc1ccc(NC(=O)c2ccc3c(c2)N(Cc2ccc(C)cc2)CCS3)cc1,3%
24%,0%,11%,21%,-2,?,-12%[57.1 µM],-8%,O=C(NCc1ccco1)c1ccc2[nH]c(=O)c(=O)[nH]c2c1,-3%
26%,-30%,-5%,11%,6,-5%,-31%,-2%,COc1ccc(C2N(c3ccc4c(c3)OCCO4)C(=O)C2(F)F)cc1OC (stereo not drawn),-1%
35%,-16%,0%,-5%[59 µM],-7,1%,13%[57.1 µM],-11%,Cc1cccc(NC(=O)Cn2nnc(C(=O)Nc3ccccc3Br)c2N)c1C,16%
35%,3%,-5%,.,-1,3%,-2%,5%,CCOc1c(N2CCOCC2)c(=O)c1=O,-7%

Following part.
HP1b binding inh,JMJD2A Tudor inh,ERG-DNA inh,G9a inh,PI4K2A inh,GLS inh,BAZ2B block,Tb PGK inh,SMILES,Pin1 inh
10%,-23%,7%,29%[59 µM],1,5%,15%,i,CCNC(=O)C/C(C)=N/NC(=O)C1CCCCC1,2%
38%,-7%,-5%,3%,1,13%,4%,-9%,COc1ccc(OC)c(NC(=O)C2=C(C)Nc3ncnn3C2c2cccs2)c1 (stereo not drawn),3%
29%,-17%[57.1 µM],-10%,9%,-6,4%,-4%,4%,COc1ccnc(-n2cccc2C=O)c1C#N,4%
47%[activator],-8%,-10%,17%,-3,-4%,6%,-4%,Cc1noc(C)c1S(=O)(=O)N(CC(=O)N1CCCC1)c1ccc(C(C)C)cc1,0%
53%[activator],4%,-1%,32%,1,-1%,3%,7%,CCC(=O)c1ccc2c(c1)OCCO2,5%
3%,1%,-1%,-6%,3,2%,3%,7%,Cc1ccc(NC(=O)CN(C)C(=O)c2ccc(Br)o2)cc1,2%
32%,0%,-8%,24%[12.7 µM],5,6%,1%,-15%,Cc1ccc(C(=O)NNC(=O)c2ccc3ncccc3c2)cc1,-4%
-8%,-23%,7%,.,5,25%,.,-7%,CC1CCN(N=Nc2nc3c([nH]2)c(=O)n(C)c(=O)n3C)CC1,-7%
4%,?,7%,.,-1,15%,.,-1%,CCOc1ccc(CCN2C(=S)N([C@@H](CC(C)C)CN3CCCC3CN3C(=S)NC[C@@H]3CC(C)C)C[C@@H]2Cc2ccccc2)cc1 (stereo partly drawn),3%
-9%,-6%,-9%,-3%[59 µM],0,0%,-2%,-4%,CSCCC(NC(=O)c1ccc([N+](=O)[O-])cc1Cl)C(=O)OCC(=O)NCC(F)(F)F (stereo not drawn),-3%
18%,-12%,-1%,-20%[59 µM],3,-6%,-7%,-4%,COC(=O)COc1ccc(S(=O)(=O)NCc2ccco2)cc1Cl,5%
36%,-13%,-6%,-1%,1,2%,9%,-7%,Cc1ccc(-n2nnnc2CNC(=O)C2CC(=O)N(c3ccc(F)cc3)C2)cc1C (stereo not drawn),1%
254%[activator],113%[activator],0%,56%[activator][59 µM],6,1%,147%[activator],-3%,O=C(c1cc2c(s1)CCCC2)n1cccn1,-3%
19%,6%,-2%,-45%,-1,-11%,4%,-3%,CCN(CC)C(=O)c1ccc(-c2cccs2)s1,5%
-10%,-28%,5%,?,1,-20%,-36%,-1%,COc1cc(/C=N/NC2=NC(C)(C)Cc3ccccc32)cc(OC)c1OC,4%
10%,-8%,-1%,3%[59 µM],-3,-6%,5%,3%,CCOC(=O)c1cc(NC(=O)c2cccnc2)cc(C(=O)OCC)c1,-1%
38%,-8%,.,-2%[59 µM],-2,9%,-4%,.,O=C1CC(c2ccccc2)CC(O)=C1C=NCCCN1CCOCC1 (stereo not drawn),-10%
10%,-1%,-9%,-43%,-6,18%,1%,-7%,CC1(C)CC(NC(=O)CC2CCCCC2)CC(C)(C)N1,-1%
29%[57 µM],1%,0%,-4%[59 µM],-1,0%,-1%,-4%,CC(=O)N1CCCc2cc(S(=O)(=O)Nc3ccc(OC(F)(F)F)cc3)ccc21,-1%
33%,-25%,.,?,2,42%[activator],3%,-3%,O=C(CN1CCCC1)NCC12CC3CC(CC(C3)C1)C2,-2%
16%,-13%,-6%,9%[59 µM],-2,-2%,-28%,0%,Cc1ccc(NC(=O)Nc2ccccc2)cc1[N+](=O)[O-],-2%
?,45µM*,11%,17%[2.33 µM],1,36%[activator],?,-3%,C=C(c1ccccc1)c1ccc(N(C)C)cc1,-16%
13%,-11%,-3%,9%[59 µM],1,-4%,0%,-7%,O=C(CN1CCN(Cc2ccc(F)cc2)C1=O)NCc1ccccc1,0%
36%,-29%,6%,.,3,0%,-13%,i,CC(C)c1nc(CNC(=O)CC2C(=O)NCCN2Cc2ccc(F)cc2Cl)cs1 (stereo not drawn),?
27%,-10%,-7%,4%[12.7 µM],-6,-9%,-25%,-6%,COc1ccc(OCCCNCCc2ccccc2)cc1,-3%

(list continues)
HP1b binding inh,JMJD2A Tudor inh,ERG-DNA inh,G9a inh,PI4K2A inh,GLS inh,BAZ2B block,Tb PGK inh,SMILES,Pin1 inh
37%,-9%,2%,?,-2,2%,-12%,-7%,CC1(c2ccc3c(c2)OCCO3)NC(=O)N(CC(=O)Nc2ccccc2SCC#N)C1=O (stereo not drawn),?
17%[57 µM],-34%,2%,-23%[59 µM],-1,10%,-37%,-5%,CCOC(=O)c1c(C)[nH]c(CCC(=O)NCCCN2CCN(c3ccc(F)cc3)CC2)c1C,-3%
24%,-17%,2%,?,0,17%,-18%,-7%,COc1ccc(N2CCN(S(=O)(=O)c3ccc4c(c3)NC(=O)CC(=O)N4)CC2)cc1,2%
21%,-20%,-1%,-1%,3,-4%,-2%,-9%,CC(=O)Nc1nn(C)c2nc3ccc(C)cc3cc12,0%
